High-throughput results: PubChem, several laboratories
Autophagy mod: autophagy modulators in MEF cells, primary screen, imaging, high-content, MEF GFP-LC3; calls only at 10 µM (by protocol); 190,000 compounds, 0.98% hits; MEF GFP-LC3 puncta imaging; test concentration mostly 10 µM;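 active means percentage of spot-positive cells more than 3 SD above its plate mean, without a fluorescence outlier flag or 80% toxicity; inconclusive means no clear call, values can overlap the other calls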;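 further: spot-positive cell cutoff set from DMSO-treated cells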
Ins promoter up: insulin promoter activators in MIN6 cells, imaging, high-content screening, mouse beta cells; MIN6 insulin promoter-GFP reporter; active compounds read high; z-score at 5 µM; 190,000 compounds, 0.3% hits; AID 1625, 2009;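 active means z-score above 3 at 5 µM with at least 500 cells counted in the well; inconclusive means wells under 500 cells, flagged as cytotoxic or low count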
Hep lipid drop: inhibitors of hepatocyte lipid droplet formation, primary screen, imaging, high-throughput imaging, BODIPY stain. 240,000 compounds, 0.4% hits. AML12 mouse hepatocytes, oleate lipid droplets. AID 1656, 2009. inhibition, % at 6.5 µM;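 active means lipid droplet intensity inhibited by at least 50%, with more than 500 cells counted; inconclusive means wells with under 300 cells, treated as cytotoxic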
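Assay system: AML12 mouse liver cells | Compound dosing: One dose, 6.5 µM compound | Read-out basis: Droplet intensity reduction, % inhibition | Measured by: Fluorescence imaging, 20x objective, two fields per well | Schedule: Overnight treatment with compound plus oleate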
Myeloid diff MLP: induction of myeloid progenitor differentiation, primary screen, cell-based, flow cytometry, MLPCN library; ER-HoxA9 myeloid progenitors, lysozyme-GFP differentiation; calls only at 10 µM; 360,000 compounds, 1% hits; AID 624256, 2012;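 active means normalized GFP-positive differentiation at or above the plate's own cutoff, the solvent-only control mean plus 3 SD; inconclusive means no clear call, values can overlap the other calls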;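 further: cells exposed to compound for four days before flow analysis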
WT yeast gro inh: growth inhibition of WT strain, primary screen, mitochondrial fusion inhibitor project, WT and mutant strains, chemical genetic. mitochondrial fusion phenotypic screen. inhibition, % at 10 µM. 190,000 compounds, 2.1% hits. AID 1362, 2008; in the data active means inhibition above about 58%; tested in S. cerevisiae
MT stabilize HCS: microtubule stabilizers in HeLa cells, primary screen, imaging, high-content imaging | % tubulin-high responders, % at 10 µM | HeLa tubulin immunostaining HCS, 24 h; share of cells brighter than vehicle mean+2SD | 200,000 compounds, 0.83% hits;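 active means plate Z-score above 3 for both tubulin-high and condensed-nucleus cell shares, with cell loss under 80%, at 10 µM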;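 further: anti alpha tubulin signal scored within the nucleus-defined area of each cell; some results filed as inactive read as strong as hits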
bCat nuc transl: modulators of beta-catenin nuclear translocation, primary screen, imaging, HeLa cells, immunofluorescence, high-content; nuclear translocation activity, % at 5 µM; 190,000 compounds, 0.3% hits; AID 1665, 2009;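 active means nuclear translocation activity above 50% at 5 µM, with a well cell count of 50 or more; inconclusive means wells under 50 cells across six images, flagged as toxic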;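 further: per-cell ratio of nuclear to cytoplasmic median beta-catenin stain intensity; plate controls were DMSO negative control for no effect and GSK-3 inhibitor IX positive control for full effect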
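assay system = human HeLa cells, endogenous beta-catenin | times = compound treatment 24 h, 37°C, 5% CO2 | detection = Anti-beta-catenin immunofluorescence on PFA-fixed, Triton-permeabilized cells, DAPI nuclei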
West Nile antiviral: West Nile virus antiviral activity, cell-based, CPE readout (AID 1621). West Nile virus-infected cells, CPE inhibition; higher % means a stronger effect. one-dose CPE inhibition, % at 10 µM; IC50 in µM for titrated hits. 290,000 compounds, 0.02% hits; in the data active means a potency from the dose series; inconclusive means CPE inhibition mostly from about 3.7% at the one dose, without a potency; inactive means the rest, 99 in 100 with CPE inhibition below about 2.2%; further: strong numbers were not always called active
T cell HTS: modulators of CD8 T cell-vesicle binding, primary screen, mouse 2C CD8+ T cells, flow cytometry | 330,000 compounds, 0.068% hits | 2C CD8+ T cell-vesicle binding; active compounds read low | calls only at 7 µM;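 active means response, share of CD8 T cells binding vesicles, and their 90th percentile fluorescence all below set limits, cut at about 80% in these data, passing the limit was not always enough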
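Assay system: 2C TCR transgenic mouse naive CD8+ T cells, MACS-purified | Read-out: CD8+ gate FL2 mean fluorescence as % of same-row positive control | Signal: High-throughput flow cytometry with anti-B7-1 and anti-CD8 staining | Timing: Binding step 1.5 h, 37 °C, antibody labelling 20 min, ice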
WT yeast gro inh mutant strain: second read-out of WT yeast gro inh, no call of its own (marks repeat the call); inhibition, %; mitochondrial fusion phenotypic screen, mutant strain inhibition
Ins promoter up cell count: further read-out of Ins promoter up, marked with its call; cell count; measured here: cytotoxicity, nuclei count;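 total cells summed across four imaged fields per well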
Hep lipid drop cells 6.5 µM: recorded beside Hep lipid drop, whose call it bears; cell count; measured here: cell count, cytotoxicity flag;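 cells counted across two imaged fields per well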
bCat nuc transl cell count 5 µM: recorded beside bCat nuc transl, whose call it bears; cell count; measured here: cell count, cytotoxicity flag
T cell HTS vesicle-bound %: also measured in T cell HTS; calls as there; double positive events, %; measured here: CD8+ vesicle-bound cell fraction;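 binding gate set so that unloaded-vesicle control wells show 10% double positive cells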
MT stabilize HCS Hoechst-high %: second read-out of MT stabilize HCS, no call of its own (marks repeat the call); % Hoechst-high responders; measured here: nuclear condensation Hoechst responders;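 share of cells brighter than vehicle mean plus two SD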
MT stabilize HCS cytotoxicity %: further read-out of MT stabilize HCS, marked with its call; toxicity, %; measured here: cytotoxicity by cell density;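 0% = mean cell density of plate MIN control wells and 100% = no cells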
Autophagy mod cell loss 18 h: second read-out of Autophagy mod, no call of its own (marks repeat the call); toxicity, %; measured here: cell loss, nuclei count;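 cell loss after 18 h compound exposure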
Myeloid diff MLP GFP+ MAC1+ %: also measured in Myeloid diff MLP; calls as there; GFP+ MAC1+ double positive, %; measured here: differentiation confirmed by MAC1 staining
* marks the source's active call; other numbers are inactive results; i = inactive; u = inconclusive; x = no result given; + = active, no number.

nr	structure	WT yeast gro inh mutant strain	T cell HTS vesicle-bound %	Myeloid diff MLP	MT stabilize HCS Hoechst-high %	Myeloid diff MLP GFP+ MAC1+ %	WT yeast gro inh	T cell HTS	West Nile antiviral	Ins promoter up	MT stabilize HCS	Autophagy mod cell loss 18 h	bCat nuc transl	MT stabilize HCS cytotoxicity %	bCat nuc transl cell count 5 µM	Hep lipid drop cells 6.5 µM	Ins promoter up cell count	Autophagy mod	Hep lipid drop
1	Cc1cccc(NC(=S)NCc2ccc(F)cc2)c1C	x	50	i	x	0.7	x	i	-1.6%	x	x	x	x	x	x	785	x	x	-13
2	CCOC(=O)C1(CC2CCCCO2)CCN(S(=O)(=O)c2ccc(C)s2)CC1 (stereo unspecified)	3	1.9*	i	1.4	0.7	-9	+	-1.6%	1	2.2	14	-1.0	5.3	1063	671	1400	i	0
3	CC(NC(=O)c1cccc(OC2CCN(C3CCN(C)CC3)CC2)c1)c1ccccc1 (stereo unspecified)	x	19	i	x	6.7	x	i	0.5%	x	x	x	x	x	x	685	x	x	17
4	COc1ccccc1N1CCN(C(=O)COc2cc(C)ccc2C)CC1	-41	34	i	1.8	0.8	1	i	-0.5%	-0.22	2.6	-5	x	6.6	x	728	1233	i	28
5	C=CCNS(=O)(=O)c1ccc(OC)c(C)c1	-23	11	i	1.8	6.5	-34	i	-0.2%	0.2	4.1	-8	x	9.5	x	737	1251	i	-1
6	CCOC(=O)c1csc(NNC=O)n1	4	31	i	1.9	0.8	12	i	-0.2%	0.02	2.2	-8	0.2	0.6	671	664	1302	i	18
7	O=C1c2ccccc2C(Nc2ccc(Cl)cn2)N1c1ccccn1 (stereo unspecified)	8	14	i	2.4	3.9	14	i	0.3%	0.61	6.3	x	-2.5	5.5	1133	734	1185	x	-1
8	CCCN1CCC(=O)N([C@H](CSc2ccc(C)cc2)Cc2ccccc2)CC1	x	x	i	x	2.9	x	x	-0.4%	-0.33	x	x	2.0	x	1032	x	564	x	x
9	CNC(=O)CN(CCc1ccccc1)S(=O)(=O)c1ccc(OC)cc1	x	64	i	x	0.4	x	i	-0.3%	x	x	x	x	x	x	846	x	x	-3
10	CC(C)C(NC(=O)C1CCCCC1)C(=O)Nc1ccccn1 (stereo unspecified)	-57	36	i	2.5	1.2	-20	i	0.0%	0.04	3.3	-2	-1.4	7.6	1410	x	1574	i	x
11	Cc1cc(OCC(=O)O/N=C(\N)Cc2cccs2)ccc1Br	1	65	i	2.0	7.3	9	i	-0.1%	0.18	0.5	0	0.1	10	1401	x	1512	i	x
12	O=C(CN1CCN(Cc2ccccc2Cl)CC1)N/N=C/c1ccco1	x	32	i	x	0.9	x	i	-0.1%	-0.16	x	x	0.6	x	1228	771	1044	x	-8
13	COc1ccc(NC(=O)CSc2nccn2-c2ccccc2)c(OC)c1	6	57	i	2.8	0.7	-1	i	-0.2%	0.04	1.8	0	-1.3	2.7	1074	655	1205	i	-3
14	Cc1ccc(CSc2nnc(-c3ccncc3)n2N)cc1	x	62	i	x	0.5	x	i	-1.0%	0.34	x	x	0.5	x	1329	691	1000	x	-5
15	N#Cc1ccc(CSc2nnc(-c3cccnc3)n2-c2ccccc2)cc1	-8	15	i	3.2	5.3	1	i	-1.5%	0.33	4.1	5	-9.5	6.7	989	x	908	i	x
16	O=C(C1CCN(C2CC(=O)N(c3cccc(Cl)c3)C2=O)CC1)N1CCCCCC1 (stereo unspecified)	0	42	i	2.3	1.8	8	i	0.2%	0.43	2.9	-2	0.3	4.3	1047	747	1250	i	3
17	CCCC(=O)Nc1c(-c2ccc(OC)cc2)c(=O)c2ccccc2n1C	-1	46	i	1.4	6.6	1	i	0.0%	0.25	1.2	2	-1.9	8.0	1180	737	840	i	11
18	Cc1cc(C(=O)CN2C(=O)C(=O)N(CC(C)C)C2=O)c(C)n1-c1ccccc1F	-13	36	i	1.9	0.2	-10	i	-0.4%	0.4	4.7	-2	0.4	14	1023	673	1236	i	6
19	COc1ccc(NC(=O)CN2C(=O)C(C)SC(C)C2=O)c(OC)c1 (stereo unspecified)	4	56	i	3.6	0.4	-9	i	-0.3%	1.4	3.8	1	-0.6	7.5	1043	583	1614	i	4
20	O=[N+]([O-])c1ccn(-c2nc(-c3cccs3)cc(C(F)(F)F)n2)n1	-7	26	i	2.1	0.4	-8	i	-0.8%	-0.9	1.7	4	x	5.0	x	745	1239	i	-2
21	Cc1cccc(CCN(C(=O)Cc2cccs2)C(C(=O)NC2CCCCC2)c2cccnc2)c1 (stereo unspecified)	-14	40	i	3.5	0.7	2	i	-1.1%	x	0.6	13	x	11	x	x	x	i	x
22	COc1ccc(C2C(C(C)=O)=C(O)C(=O)N2c2nccs2)cc1OC (stereo unspecified)	9	18	i	3.9	0.8	21	i	-0.3%	1.5	3.2	22	-0.1	9.1	1101	490	1502	i	-22
23	CC1=C(C(=O)OCCNC(=O)c2cccnc2)C(c2cccc([N+](=O)[O-])c2)C(C(=O)OCCN(C)C)=C(C)N1 (stereo unspecified)	-12	52	i	3.4	0.8	-3	i	-0.6%	0.27	4.1	6	-2.3	6.3	547	724	1364	i	-7
24	O=C(CSc1nnc(-c2cccnc2)s1)Nc1cccc(C(=O)O)c1	2	52	i	1.6	0.2	-6	i	-0.1%	-0.27	4.6	29	-0.1	4.2	1041	657	1444	i	2
25	COc1cc(O)c2c(=O)c(-c3ccc(O[C@@H]4O[C@H](CO)[C@@H](O)[C@H](O)[C@H]4O)cc3)coc2c1	x	49	i	x	0.9	x	i	-0.9%	x	x	x	x	x	x	834	x	x	8
26	COc1cccc(NC(=S)Nc2ccc(Br)cc2Cl)c1	x	40	i	x	0.6	x	i	0.0%	0.36	x	x	-0.8	x	1388	623	1300	x	-19
27	CN(C)/C=C/C(=O)c1ccc([N+](=O)[O-])c(CS(=O)(=O)c2ccc(Cl)cc2)c1	x	52	i	x	0.3	x	i	0.1%	x	x	x	x	x	x	810	x	x	-11
28	CCN1C(=O)c2ccccc2Sc2ccc(C(=O)NCCN3CCOCC3)cc21	7	34	i	0.9	1.6	15	i	x	-0.33	2.7	31	0.0	0.5	505	729	1044	i	-2
29	COc1ccc(OC)c(NC(=O)Cn2cc(C=O)c3ccccc32)c1	18	32	i	2.4	0.6	0	i	-0.1%	-0.23	2.8	2	0.1	9.8	1502	641	1423	i	-34
30	COC1(OC)C(/C=C/c2ccc(C)cc2)C(C#N)(C#N)C1(OC)OC (stereo unspecified)	2	7	i	2.0	0.9	-7	i	u	x	3.9	3	x	1.8	x	x	x	i	x
31	COc1ccc(N2CCN(S(=O)(=O)c3cc(Br)cnc3N)CC2)cc1	x	47	i	x	1.3	x	i	-0.1%	x	x	x	x	x	x	716	x	x	-5
32	Cc1cccn2c(=O)c(C=NCCO)c(NCc3ccco3)nc12	6	56	i	1.2	0.6	0	i	0.1%	-0.49	2.8	-4	-3.5	3.8	1293	750	810	i	12
33	Cc1ccc(NC(=O)c2ccc(NCc3ccc(F)cc3)nc2)cc1	-9	41	i	0.5	0.4	-4	i	-0.2%	-0.34	2.4	0	0.4	4.7	1020	670	1493	i	4

Record cards, from the list above. Order of values: WT yeast gro inh mutant strain | T cell HTS vesicle-bound % | Myeloid diff MLP | MT stabilize HCS Hoechst-high % | Myeloid diff MLP GFP+ MAC1+ % | WT yeast gro inh | T cell HTS | West Nile antiviral | Ins promoter up | MT stabilize HCS | Autophagy mod cell loss 18 h | bCat nuc transl | MT stabilize HCS cytotoxicity % | bCat nuc transl cell count 5 µM | Hep lipid drop cells 6.5 µM | Ins promoter up cell count | Autophagy mod | Hep lipid drop
Shown for COc1ccc(NC(=O)CN2C(=O)C(C)SC(C)C2=O)c(OC)c1 (stereo unspecified) = 4 | 56 | i | 3.6 | 0.4 | -9 | i | -0.3% | 1.4 | 3.8 | 1 | -0.6 | 7.5 | 1043 | 583 | 1614 | i | 4
Shown for N#Cc1ccc(CSc2nnc(-c3cccnc3)n2-c2ccccc2)cc1 = -8 | 15 | i | 3.2 | 5.3 | 1 | i | -1.5% | 0.33 | 4.1 | 5 | -9.5 | 6.7 | 989 | x | 908 | i | x
